# M18AAP inhibitor: blocks P. falciparum M18 aspartyl aminopeptidase; AID 1822; actives 1.2% (n = 290,000); inhibition, % at 7.35 µM; recombinant PfM18AAP, H-Glu-NHMec fluorogenic cleavage;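 active = inhibition above the campaign mean inhibition over all tested compounds plus 3 SD, cut at about 28% in these data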;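 also: 0% = plate median of test compound wells and 100% = 2 mM ZnCl2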
# IDE act: activators of human insulin-degrading enzyme in cells | HEK cells, FAbeta-B cleavage, fluorescence polarization; 0% vehicle, 100% cell-free pure enzyme wells | actives 0.073% (n = 340,000) | activation, % at 5.96 µM | P14735;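 active = activation above the mean of all tested compounds plus 3 SD, set per screening campaign, cut at about 17% in these data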
# Target sequence (P14735 whole entry, looked up): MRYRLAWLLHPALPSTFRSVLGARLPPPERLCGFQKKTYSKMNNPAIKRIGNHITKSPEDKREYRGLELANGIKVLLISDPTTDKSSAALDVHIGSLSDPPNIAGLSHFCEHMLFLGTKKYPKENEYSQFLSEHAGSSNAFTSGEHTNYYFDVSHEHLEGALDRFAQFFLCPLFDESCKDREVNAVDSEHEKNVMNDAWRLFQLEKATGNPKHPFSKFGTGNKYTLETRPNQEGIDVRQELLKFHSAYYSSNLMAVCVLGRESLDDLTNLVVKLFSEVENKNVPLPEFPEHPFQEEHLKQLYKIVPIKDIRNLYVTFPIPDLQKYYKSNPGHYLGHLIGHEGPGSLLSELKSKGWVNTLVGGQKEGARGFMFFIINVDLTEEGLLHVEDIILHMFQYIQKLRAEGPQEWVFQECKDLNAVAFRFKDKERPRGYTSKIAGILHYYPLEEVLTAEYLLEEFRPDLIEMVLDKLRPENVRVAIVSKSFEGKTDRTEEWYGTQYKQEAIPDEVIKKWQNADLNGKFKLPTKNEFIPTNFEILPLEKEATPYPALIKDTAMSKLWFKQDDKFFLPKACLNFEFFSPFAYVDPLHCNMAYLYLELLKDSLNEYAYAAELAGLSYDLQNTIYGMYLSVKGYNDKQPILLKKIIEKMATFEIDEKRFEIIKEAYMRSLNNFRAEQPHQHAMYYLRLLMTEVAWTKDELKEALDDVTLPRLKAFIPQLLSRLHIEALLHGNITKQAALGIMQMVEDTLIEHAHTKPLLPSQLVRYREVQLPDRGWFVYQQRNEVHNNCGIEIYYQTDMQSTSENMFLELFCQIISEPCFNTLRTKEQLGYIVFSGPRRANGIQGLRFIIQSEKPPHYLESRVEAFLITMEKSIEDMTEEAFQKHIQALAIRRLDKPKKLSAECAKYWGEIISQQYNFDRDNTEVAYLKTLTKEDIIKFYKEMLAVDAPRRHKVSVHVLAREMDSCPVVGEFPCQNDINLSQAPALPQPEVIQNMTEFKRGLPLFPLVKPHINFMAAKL
# VIM-2 inhibitor: blocks Pseudomonas aeruginosa VIM-2 metallo-beta-lactamase. actives 0.89% (n = 290,000). AID 1527. purified VIM-2, nitrocefin hydrolysis, epi-absorbance fluorescence. inhibition, % at 5.6 µM;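 active = inhibition above the mean of all tested compounds plus 3 SD, cutoff set per screening run, cut at about 7.5% in these data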;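 also: red hydrolysis product quenches plate fluorescence so inhibitors raise well fluorescence; 0% = enzyme with DMSO and 100% = DMSO without enzyme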
# IDE cell inh: inhibits human insulin-degrading enzyme in HEK cells; AID 434962; inhibition, % at 5.59 µM; actives 0.41% (n = 320,000); P14735; FAbetaB cleavage, fluorescence polarization;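 active = percent inhibition above the average of all tested compounds plus 3 SD, set per screening campaign, cut at about 16% in these data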;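 also: IDE supplied by intact live HEK cells; FP after avidin binding of uncleaved biotin substrate so inhibition keeps polarization high; 0% = DMSO wells and 100% = 60 µM reference IDE inhibitor Ii1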
# pCIP destab: lowers stability of the mouse p/CIP coactivator protein; Q05BA5; F442A p/CIP-EGFP cells, EGFP fluorescence, 16 h; actives 0.01% (n = 290,000); AID 1984; decrease of EGFP signal, % at 10 µM;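 active = EGFP signal decrease of at least 30% at 10 µM or well 3 SD below plate mean, unless failing retest; inactive = the rest, including hits failing retest or dose response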; also: some compounds called inactive have numbers as strong as hits; many of its hits are not listed in these tables
# IMP-1 inh: blocks Pseudomonas aeruginosa IMP-1 metallo-beta-lactamase. purified IMP-1, nitrocefin hydrolysis, epi-absorbance fluorescence. inhibition, % at 5.6 µM. actives 0.45% (n = 290,000). AID 1556;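 active = inhibition above the mean plus 3 SD of all compounds in the same screening run, cut at about 4.5% in these data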;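 also: 0% = IMP-1 with DMSO and 100% = DMSO wells lacking enzyme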
#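 Material – recombinant IMP-1 enzyme, purified · Amount – IMP-1 0.2 nM before substrate addition · Medium – HEPES buffer pH 7.1 with ZnSO4 and Brij 35 · Timing – 25 °C, 15 min preincubation, 25 min reaction · Measured by – plate fluorescence quenching by hydrolysis product, ex 480/em 530 nm · Read-out – percent enzyme inhibition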
# SUMO HTRF inh: blocks human SUMOylation mediated by UBC9; HTRF SUMOylation assay, SAE1/SAE2 + UBC9, in vitro; inhibition, % at 35 µM; actives 0.36% (n = 290,000); AID 2006; in the data active = inhibition above about 50%, passing the limit was not always enough; also: strong numbers were not always called active
# DNA FID counter: counter-screen for HCV NS3 helicase inhibitors: DNA intercalator displacement; DNA fluorescent intercalator displacement, fluorescence; inhibition, % at 7.9 µM; actives 0.17% (n = 290,000); AID 1845; in the data active = inhibition above about 37%;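 also: 0% = vehicle and 100% = reference compound; higher means more ethidium bromide displaced from hairpin DNA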
# NS3 helicase inh: HCV NS3 helicase inhibition | inhibition, % at 10.9 µM | actives 0.56% (n = 290,000) | NS3 helicase DNA unwinding, Cy5 molecular beacon fluorescence;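 active = inhibition above the mean of all tested compounds plus 3 SD, set per campaign, cut at about 35% in these data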;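 also: 0% = DMSO wells and 100% = thioflavine S control wells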
#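 System: Hepatitis C virus NS3 helicase domain fragment enzyme | Reagent: Annealed dual-labelled DNA beacon duplex, ATP-started | Compound dosing: 10.9 µM single point, 0.8% DMSO | Incubation: 1 h reaction at 25 °C, ATP-initiated | Technique: Cy5 fluorescence | Evaluation: Percent inhibition from t60/t0 fluorescence ratio | Benchmarks: Low DMSO, high thioflavine S at 110 µM | Replication: Singlicate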
# * hit, by the source's call; x = no result given.
# Under each structure: VIM-2 inhibitor, M18AAP inhibitor, SUMO HTRF inh, pCIP destab, IDE cell inh, DNA FID counter, NS3 helicase inh, IDE act, IMP-1 inh
> Cc1cc(=O)oc2cc(Oc3ccc([N+](=O)[O-])cc3[N+](=O)[O-])ccc12
 : 0.7, -11, 5, 7, -3, -2, -3, 6, -1.9
> CCc1ccc2[nH]c3nc(N/N=C/c4cccc(O)c4)nnc3c2c1
 : -4.4, 8, 18, -8, -8, -1, -24, 3, -1.4
> O=C(c1ccncc1)N1CCN(c2cccc(C(F)(F)F)c2)CC1
 : -2.8, -4, 6, -4, 3, -11, -2, 4, -0.6
> CCOC(=O)c1ccc(NC(=O)c2cc(OC)c(OC)c(OC)c2Br)cc1
 : -2.0, -6, 11, 5, -3, -26, -1, 1, -0.4
> CC(=O)c1cnc2cc(-c3ccccc3)nn2c1C
 : -3.8, 0, 10, -6, -2, 2, 3, 1, -2.5
> CCOc1ccc(/C=C/c2nc(C#N)c(NCCCOC)o2)cc1
 : -0.4, -2, 0, -2, -2, -16, -1, -5, -0.1
> Cc1ccc2nc(NC(=O)CSCC(=O)OCC(=O)c3ccc(Br)cc3)sc2c1
 : -4.2, -2, -14, 7, -1, -5, 5, 3, -0.8
> COc1ccc(S(=O)(=O)Nc2cc(C)c(O)c(S(=O)(=O)c3ccccc3)c2)cc1
 : -2.0, 6, 16, -3, 4, -10, -4, 3, -2.4
> O=C(OCCOCCN=C1NS(=O)(=O)c2ccccc21)C1CC(=O)N(c2ccccc2)C1 (stereo unspecified)
 : -2.4, -6, 7, 2, 3, -3, -2, 11, -3.2
> CC(=O)Nc1ccc(S(=O)(=O)NNC(=O)CCC(=O)Nc2cc(C)ccc2C)cc1
 : -1.4, -10, 1, -3, 4, -4, 7, 6, -2.8
> CCOC(=O)c1c(C)oc2cc(Br)c(OCC(N)=O)cc12
 : -2.5, -10, 7, -11, -3, 0, 2, -1, -3.2
> COc1ccccc1/C=C/C(=O)NCC(=O)N/N=C/c1ccccc1
 : -3.4, 5, -2, 6, 1, -5, -5, 1, -3.3
> Cn1c(NC(=O)Cc2cccs2)cc(=O)n(C)c1=O
 : 1.7, 9, 18, -15, 1, 4, -4, -10, -0.4
> CC1CCCCN1CCNC(=O)CC1Oc2ccccc2NC1=O (stereo unspecified)
 : 1.0, 1, 26, -6, 1, 2, -2, -1, -2.7
> O=C(Nc1cnn(Cc2ccc(Cl)cc2)c1)c1cnccn1
 : -1.8, -3, 0, 1, 7, -7, -4, -2, -3.6
> Cc1ccc(CN(C(=O)COc2ccc(C)c(C)c2)C2CCS(=O)(=O)C2)o1 (stereo unspecified)
 : -1.6, -17, 6, -19, -8, -42, -1, 4, -0.2
> COC(=O)NCc1cccc(CNC(=O)OC)c1
 : -4.0, -1, -32, 8, 1, -2, -1, 0, -3.6
> O=C(CSc1nc(-c2ccco2)cc(C(F)(F)F)n1)NN1CCOCC1
 : 0.2, -1, 11, -16, -5, -5, 4, 4, -1.8
> COCCCNC(=O)C(C#N)c1nc2ccccc2nc1N1CCCC1 (stereo unspecified)
 : -3.5, 3, x, x, -1, -2, 3, -7, -2.6
> COc1cccc(NC(=O)C2CCCN2C(=O)NC2CCCCC2)c1 (stereo unspecified)
 : -1.2, 1, -9, 10, 1, -8, 9, 2, -2.3
> COC(=O)c1cccc(NC(=O)Cc2ccccc2[N+](=O)[O-])c1C
 : -2.7, -7, 12, -7, 1, -4, -7, 4, -3.0
> Cc1c(CCC(=O)NCCCC(=O)O)c(=O)oc2cc3oc4c(c3cc12)CCCC4
 : 1.7, -2, 24, -8, 5, -29, 8, -3, -1.7
> COc1ccc(-n2c(=O)/c(=C\c3cccs3)s/c2=C(/C#N)C(=O)NCCN2CCOCC2)cc1
 : -0.4, 7, -22, -6, 6, 3, -4, -2, -2.3
> Cc1ccc2sc(NNC(=O)C3COc4ccccc4O3)nc2c1C (stereo unspecified)
 : -7.9, 41*, -28, 8, 2, -19, -7, -4, -2.5
> Cc1ccc(/C=N/n2cc(-c3ccccc3)[nH]c2=S)s1
 : -3.8, 53*, 12, -4, 3, -13, 11, -6, -4.4
> COc1ccc(C2/C(=C(\O)c3ccc4c(c3)OCCO4)C(=O)C(=O)N2Cc2cccnc2)cc1OC (stereo unspecified)
 : -0.4, 8, 1, 8, 1, -42, -9, 6, -1.6
> FC(F)(F)c1ccc(NCCc2ccccc2)nc1
 : -0.2, 0, -4, 1, -1, 0, -12, 6, 0.4
> C=CCn1c(COc2ccccc2F)nnc1SCCN1C(=O)c2ccccc2C1=O
 : 0.9, 0, 8, -2, 0, -33, 1, 2, 1.1
> CC12CCC(C/C1=N/O)C2(C)C (stereo unspecified)
 : -0.7, 7, 5, -1, 7, -4, -1, 6, -0.1
> CCOc1ccc(NC(=O)CCC(=O)n2nc(C)cc2C)cc1
 : -2.0, 1, 2, 7, -1, -7, 31, x, -0.5
> COc1ccc(OC)c(CN2CCN(C(=O)c3cc(S(=O)(=O)Nc4ccccc4OC)ccc3C)CC2)c1
 : -4.3, 2, -7, -26, 0, -19, -22, 1, -2.7
> CC(C)(C)N(Cc1ccccc1)C(=O)COC(=O)CN1C(=O)NC2(CCCC2)C1=O
 : 0.4, -2, 8, 3, 7, -32, -8, 1, -2.0
> CC(C)CNC(=S)N(Cc1ccco1)Cc1cc2cc3c(cc2[nH]c1=O)OCCO3
 : -0.6, 1, 24, 1, -1, -11, 4, -3, -0.1
> O=C(Nc1cccc(OCC(=O)N2CCOCC2)c1)c1cccc([N+](=O)[O-])c1
 : -1.2, 4, -3, -5, -1, 2, 19, 10, -3.5
> O=S1(=O)N=C(N/N=C/c2ccc(Br)o2)c2ccccc21
 : -3.2, 11, 4, 2, 3, -7, 6, 1, -4.1
> CCOc1ccc(N2C(=O)/C(=C\c3ccc(OC)c(O)c3)S(=O)(=O)C2c2cccc([N+](=O)[O-])c2)cc1 (stereo unspecified)
 : 1.8, -6, -12, 9, -7, 6, 1, 5, -1.8
> CCOc1cc(C2NC(=O)NC(O)(C(F)(F)F)C2C(=O)c2ccccc2)ccc1OC (stereo unspecified)
 : -3.6, 7, -3, -15, 1, -10, -4, 4, -3.5
> COc1ccc(/C=N/NC(=O)c2cc3c(OC)ccc(OC)c3[nH]2)cc1O
 : -3.8, 9, -8, -10, 4, -23, 5, -1, -1.4
> Cn1cc([N+](=O)[O-])c(C(=O)Nc2ccc(C(=O)N3CCCCC3)cc2)n1
 : -1.8, 6, 6, -4, 8, -7, -3, 1, -2.5
> CN(C)/C=C\C(=C/C(=O)C(F)(F)F)Nc1ccccc1Oc1ccccc1
 : -0.5, 4, 15, -11, -1, -2, -6, 5, -1.4

# Full records from above. Screens in order: VIM-2 inhibitor | M18AAP inhibitor | SUMO HTRF inh | pCIP destab | IDE cell inh | DNA FID counter | NS3 helicase inh | IDE act | IMP-1 inh
# Listed for CCOc1ccc(NC(=O)CCC(=O)n2nc(C)cc2C)cc1 → -2.0 | 1 | 2 | 7 | -1 | -7 | 31 | x | -0.5
# Listed for O=S1(=O)N=C(N/N=C/c2ccc(Br)o2)c2ccccc21 → -3.2 | 11 | 4 | 2 | 3 | -7 | 6 | 1 | -4.1
# Listed for COC(=O)c1cccc(NC(=O)Cc2ccccc2[N+](=O)[O-])c1C → -2.7 | -7 | 12 | -7 | 1 | -4 | -7 | 4 | -3.0
# Listed for Cc1ccc(/C=N/n2cc(-c3ccccc3)[nH]c2=S)s1 → -3.8 | 53* | 12 | -4 | 3 | -13 | 11 | -6 | -4.4
# Listed for COc1ccc(OC)c(CN2CCN(C(=O)c3cc(S(=O)(=O)Nc4ccccc4OC)ccc3C)CC2)c1 → -4.3 | 2 | -7 | -26 | 0 | -19 | -22 | 1 | -2.7

# Next part
# Under each structure: VIM-2 inhibitor, M18AAP inhibitor, SUMO HTRF inh, pCIP destab, IDE cell inh, DNA FID counter, NS3 helicase inh, IDE act, IMP-1 inh
> C=CCc1ccc(OCC(O)CN2CCCCC2C)c(OC)c1 (stereo unspecified)
 : 1.9, -5, 1, -4, -3, 12, -17, -2, 2.3
> Clc1ccc(CSc2snnc2-c2ccccc2)cc1
 : -0.5, -2, 0, 0, 6, 1, 9, 0, -1.0
> CCn1cc(C(=O)NCCCN(C)C)c(=O)c2cc(F)c(N3CCN(C)CC3)cc21
 : 21*, -19, 6, -2, 6, 68*, 18, 0, -6.9
> O=C(c1ccccc1)c1ncc[nH]1
 : 0.2, -3, 10, -6, 1, 0, 6, 3, -2.1
> COc1ccc(N2C(=O)/C(=C/c3ccc([N+](=O)[O-])cc3)N=C2C)cc1
 : -3.1, 5, 11, -1, -3, 7, 11, x, -2.6
> CCOC(=O)C1=C(c2ccccc2)ON(C)C1c1ccccc1 (stereo unspecified)
 : -3.2, 8, 5, 1, -1, -15, -5, 0, -3.4
> CCC(C)(C(=O)NC1CCCCC1)N(C)C(=O)c1ccccn1 (stereo unspecified)
 : -5.4, -1, 2, -6, -2, -2, -4, 1, -3.8
> CS(=O)(=O)Nc1ccc(-c2cn3cccnc3n2)cc1
 : -3.4, 2, 14, -6, 8, -6, 5, -3, -5.3
> CC(C)CNS(=O)(=O)c1ccc(CCC(=O)N2CCOCC2)cc1
 : -1.1, -6, 16, -11, 6, -5, -2, -2, -1.6
> Cc1cc(C)c(S(=O)(=O)N2CCN(C(=O)N3CCCCC3)CC2)c(C)c1
 : -0.8, 0, -2, 3, 1, -45, -2, -1, -2.5
> Cn1ncc(C#N)c1NC(=O)c1nn2cccnc2c1Cl
 : -4.3, 8, 7, -7, 3, 2, 15, 2, -3.5
> CN(C)Cc1c(O)ccc2c3c(c(=O)oc12)CCCCC3
 : -2.0, 19, 48, -3, -1, 6, 3, -1, -0.4
> Cc1ccccc1NC(=O)C1C2CCCCC21 (stereo unspecified)
 : -1.5, 4, 21, -11, 5, -12, 20, -3, -4.2
> CC1CCN(Cc2nnc(-c3cccc(Br)c3)o2)CC1
 : 1.0, -2, 10, 2, 4, -26, -7, -1, -3.4
> O=C(Nc1ccccc1Cl)c1ccn[nH]1
 : -1.4, -8, 13, -22, 2, -1, 9, -3, -3.2
> CCN(CC(=O)NCc1ccc(Cl)cc1)C(=O)c1ccc(C#N)cc1
 : -3.0, 0, 0, -3, 1, -7, -6, 2, -2.4
> CCCn1c(CN2CCCCC2C)nc2c1c(=O)n(C)c(=O)n2C (stereo unspecified)
 : -2.9, -5, -14, -4, -2, -5, -5, -3, -2.4
> CCC(C)[C@H](NC(=O)[C@@H]1CSC2c3ccccc3C(=O)N21)C(=O)NC1CCCC1 (stereo partly specified)
 : -2.1, -1, -1, 2, 0, -48, -1, -5, -2.8

# Source: PubChem (several laboratories)
